# FLuc inh = blocks Photinus pyralis firefly luciferase activity; purified firefly luciferase, luminescence, 8 min; Potency, µM (series often up to 57.1 µM), for inactives: at the highest dose activity change, negative = inhibition, actives largely listed as inhibitors; 72,000 tested, 2.2% active; AID 411; also: potency is read from the fitted curve at half-maximal effect; % is scaled to controls: 0 for no effect and ±100 for the full control effect; nearly all actives have a fitted effect of over 40% in size
#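 qHTS concentration-response profiling: light output of P. pyralis luciferase with luciferin and 10 uM ATP, imidazole buffer pH 7.2. Read by luminescence after 8-min room-temperature incubation.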
# Epigenetic mod = epigenetic GFP locus derepression in mouse cells; mouse C127i GFP locus derepression, cytometry, 30 h; Potency, µM (highest dose often 46.1 µM), for inactives: top-dose GFP derepression (activation); 68,000 tested, 0.09% active; AID 597; also: % of control where 0% means no effect
#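 Murine C127i mammary cells carrying a silenced, stably integrated CMV-driven GFP reporter were treated with compound for 30 hours at 37 C. After PBS washes, GFP-positive cells were counted by laser-scanning microplate cytometry.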
# CRE-bla Fsk = alters forskolin-stimulated CRE reporter signaling in CHO cells; CHO CRE-bla reporter (cAMP response element driving beta-lactamase), forskolin EC10, beta-lactamase ratio; Potency, µM (titrated, usually from 38.2 µM), without a hit: top-dose activity change, negative = inhibition, actives largely listed as activators; AID 662; 71,000 tested, 2.5% active; active = well fitted activation curve with a large enough effect in the signal ratio, with a control signal flat, not every such curve was filed as active; inconclusive = small, poorly fitted or top-dose-only effect, or effect the other way, or a change in a side signal; the % refers to the signal ratio; also: potency is read from the fitted curve at half-maximal effect; % of control where 0% means no effect
#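 Cells were plated overnight at 37 °C, exposed to compound titrations plus EC10 NKH 477 for 3 h, then given CCF4 dye for 2 h at room temperature. Blue/green (460/530 nm) ratio was converted to %Activity and AC50 values calculated.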
# 15-hLO inh = blocks human 15-lipoxygenase activity. P16050. purified 15hLO-1, xylenol orange hydroperoxide absorbance. Potency, µM (highest dose often 57.1 µM), for the others: top-dose activity change, negative = inhibition, most hits filed as inhibitors. 74,000 tested, 1.4% active. AID 887; also: potency is read from the fitted curve at half-maximal effect; % is scaled to controls: 0 for no effect and ±100 for the full control effect; nearly all actives have a fitted effect of over 55% in size
#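 Readout: Fe(III)-xylenol orange absorbance, 573-to-405 nm ratio as reaction progress. Enzyme 40 nM purified human 15hLO-1, substrate 50 uM arachidonic acid, 6 min RT after 15 min compound preincubation; Hepes pH 7.5 buffer with Triton X-100.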
# UbGFP stabilizer = inhibits proteasome, raising ubiquitin-GFP reporter fluorescence | Ubiquitin-GFP reporter cells, proteasome inhibition, GFP fluorescence; response scale: untreated = 0%, 10 µM MG-132 = 100% | Potency, µM (doses to about 45.9 µM), for the others: top-dose activation (GFP accumulation), usual class: activators | 67,000 tested, under 10 active; active = well fitted activation curve with a large enough effect, not every such curve was filed as active; inconclusive = small, poorly fitted or top-dose-only effect, or another doubt; inactive = no such curve, though single readings can be large or run the other way; also: potency is read from the fitted curve at half-maximal effect
#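 GFP accumulation read-out: laser plate cytometry counting ubiquitin(G76V)-GFP-expressing U2OS cells after 4 hr compound exposure at 37 °C. Titrations spanned 46 uM to 2.9 nM; 0% = basal, 100% = 10 uM MG-132; concentration-response curves fitted.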
# ERK AVP inh = inhibitors of vasopressin-stimulated ERK signaling pathway; 72,000 tested, 0.99% active; Potency, µM (top dose mostly 57.5 µM), without a hit: at the highest dose activity, negative = inhibition, actives largely listed as inhibitors; HEK293-V1b, vasopressin-stimulated pERK AlphaScreen; AID 995; also: potency is read from the fitted curve at half-maximal effect; % is scaled to controls: 0 for no effect and ±100 for the full control effect; nearly all actives have a fitted effect of over 55% in size
#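 V1b-HEK293 cells; cpd 30 min 37C; 25 nM vasopressin 5 min; lyse 10 min; AlphaScreen beads 5 hr RT. Normalized to DMSO basal and 25 nM vasopressin; AC50 by Hill fit.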
# Pol III holo inh = blocks replication by bacterial DNA polymerase III holoenzyme; 71,000 tested, 0.25% active; reconstituted DNA polymerase III holoenzyme replication, biochemical; Potency, µM (highest dose often 57.1 µM), for inactives: top-dose activity change, negative = inhibition; AID 603; also: potency is read from the fitted curve at half-maximal effect; % is scaled to controls: 0 for no effect and ±100 for the full control effect
#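 Reconstituted *E. coli* holoenzyme (0.35 nM Pol III, 1 nM beta, 154 nM SSB, 2 nM primase) was preincubated with compound for 15 min at RT. Synthesis on 1.4 nM ssM13Gori ran 35 min, then was stopped with PicoGreen/EDTA and read as dsDNA fluorescence.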
# Hsp90 Hop PPI = changes Hsp90-Hop TPR2A binding signal, up or down | AlphaScreen TPR2A-His6 binding biotin-Hsp90 C-terminal peptide | Potency, µM (series often up to 57 µM), for the others: top-dose activity change, negative = inhibition | 71,000 tested, 0.44% active; active = well fitted curve in either direction with a large enough effect; inconclusive = small, poorly fitted or top-dose-only effect, or another doubt; also: potency is read from the fitted curve at half-maximal effect; % is scaled to controls: 0 for no effect and ±100 for the full control effect; many of its hits are not listed in these tables
# HADH2 inh = inhibitors of human HADH2 dehydrogenase; recombinant HADH2, NADH fluorescence, beta-hydroxybutyryl-CoA; 73,000 tested, 3.4% active; AID 886; Potency, µM (series often up to 57.1 µM), without a hit: at the highest dose activity change, negative = inhibition, actives largely listed as inhibitors; also: potency is read from the fitted curve at half-maximal effect; % is scaled to controls: 0 for no effect and ±100 for the full control effect; nearly all actives have a fitted effect of over 60% in size; many of its hits are not listed in these tables
# Target sequence (Q99714 whole entry, looked up, one chain of several): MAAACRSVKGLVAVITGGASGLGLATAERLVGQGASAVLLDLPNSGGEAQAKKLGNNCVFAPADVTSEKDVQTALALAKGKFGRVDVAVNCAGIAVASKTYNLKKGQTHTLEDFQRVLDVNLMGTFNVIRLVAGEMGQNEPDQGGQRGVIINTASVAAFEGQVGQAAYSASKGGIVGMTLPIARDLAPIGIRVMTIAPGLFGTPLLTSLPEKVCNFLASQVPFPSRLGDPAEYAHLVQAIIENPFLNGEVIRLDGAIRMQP
#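 NADH fluorescence (ex 360/em 450 nm) read every 30 s for 4 min; activity taken as last-minus-first time point difference. Enzyme 20 nM, NAD+ 1 mM, beta-hydroxybutyryl-CoA 90 uM, pH 9.0 Tris buffer.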
# Tau filament bind = binders of human tau filaments. recombinant tau filaments, thioflavin S fluorescence, 15 h; filaments grown with octadecylsulfate alongside compound. Potency, µM (doses to about 57.1 µM), without a hit: top-dose activity change, negative = inhibition. 71,000 tested, 2% active. AID 596;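 also: potency is read from the fitted curve at half-maximal effect; % is scaled to controls: 0 for no effect and ±100 for the full control effect; actives lower thioflavin S fluorescence by blocking filaments or displacing dye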
# Target sequence (P10636 whole entry, looked up): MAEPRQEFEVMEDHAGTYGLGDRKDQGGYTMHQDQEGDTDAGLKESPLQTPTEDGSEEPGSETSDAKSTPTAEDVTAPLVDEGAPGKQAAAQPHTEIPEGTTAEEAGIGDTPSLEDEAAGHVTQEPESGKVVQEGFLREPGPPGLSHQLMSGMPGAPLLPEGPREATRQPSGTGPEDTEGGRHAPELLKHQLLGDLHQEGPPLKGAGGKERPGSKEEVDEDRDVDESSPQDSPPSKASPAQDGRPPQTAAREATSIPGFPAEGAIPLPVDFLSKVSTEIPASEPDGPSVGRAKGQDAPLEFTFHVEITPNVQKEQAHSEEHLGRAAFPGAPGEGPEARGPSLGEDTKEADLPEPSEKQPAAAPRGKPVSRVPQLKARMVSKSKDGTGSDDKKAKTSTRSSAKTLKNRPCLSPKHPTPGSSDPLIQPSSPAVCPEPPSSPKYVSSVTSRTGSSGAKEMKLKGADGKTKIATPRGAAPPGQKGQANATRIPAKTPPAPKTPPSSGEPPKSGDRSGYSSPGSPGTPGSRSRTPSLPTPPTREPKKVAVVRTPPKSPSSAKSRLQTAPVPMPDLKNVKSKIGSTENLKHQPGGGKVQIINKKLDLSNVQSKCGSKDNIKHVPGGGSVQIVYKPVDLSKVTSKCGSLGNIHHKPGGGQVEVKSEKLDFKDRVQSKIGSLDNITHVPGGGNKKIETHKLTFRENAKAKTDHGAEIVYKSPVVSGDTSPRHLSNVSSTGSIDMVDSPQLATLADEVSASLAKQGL
#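 Read-out: ThS fluorescence, 450 nm excitation/510 nm emission; lower signal marks blocked filament formation or displaced dye. Tau at 1 uM with 30 uM ODS, 10 uM ThS, 5 mM DTT, 100 mM NaCl, 10 mM HEPES pH 7.4; 15 h, 37 C.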
# HBB splice mod = modulators of hemoglobin beta chain splicing. 65,000 tested, 0.06% active. Potency, µM (top dose mostly 46.1 µM), without a hit: at the top dose activation, hits mostly activators. HBB splicing reporter cell assay, activation; EGFP reporter with mutant IVS2-654 intron; response scale: normalised to 500 nM splice-correcting PNA; also: potency is read from the fitted curve at half-maximal effect; 0% is about no effect
#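 Compounds were applied for 2 days to HeLa EGFP-654 cells, 500/well in Optimem with 2% FCS. The reporter's EGFP is disrupted by mis-splicing of beta-globin intron IVS2-654. Readout: summed well GFP fluorescence from 488 nm laser scanning; reference was 500 nM antisense […] 654 PNA.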
# An asterisk follows results filed as active; ? = inconclusive; nt = not tested or not shown; [ ] = another dose, or the depositor's remark. Unless noted, calls follow the shape of the dose curve; as a rule, active = well fitted curve in the direction sought with a large enough effect; inconclusive = small, poorly fitted or top-dose-only effect, or another doubt; inactive = no such curve, though single readings can be large; an effect the other way counts as inactive or inconclusive. Not all compounds are listed (hit frequency here may not be typical).
item	smiles	FLuc inh	Epigenetic mod	CRE-bla Fsk	15-hLO inh	UbGFP stabilizer	ERK AVP inh
1	Cc1cc(C)n2nc(S(=O)(=O)NC3CCCCC3)nc2n1	3%	nt	-3%	12%	-1%	nt
2	Cc1ccc(/C=c2\s/c(=C(/C#N)C(=O)N3CCCC3)n(Cc3ccco3)c2=O)s1	1%	13%	?	-17%	0%	1%
3	COC(=O)C(C(=O)OC)=C(/C=C/N(C)C)N(C)C	1%	-2%	0%	3%	0%	11%
4	Cc1c(NC(=O)Oc2ccccc2)sc(=S)n1C	2%	0%	18%[7.6 µM]	-10%[11.4 µM]	-5%[9.17 µM]	-9%
5	O=C(NCc1ccc2c(c1)OCO2)c1cccc(F)c1	-1%	0%	-1%	9%	6%	-2%
6	O=C(Cn1c(SCC(=O)N2CCCc3ccccc32)nc2ccccc21)N1CCCC1	5%	-2%	12%	-5%	0%	16%
7	Cc1ccc(-n2c(C)cc(C3N=C(N)Nc4nc5ccccc5n43)c2C)c(C)c1 (centres undefined)	-1%	4%	-14%	-29%	-3%	-19%
8	CCOC(=O)CSc1nc(NCc2ccco2)c2ccccc2n1	1%	1%	4%	-5%	-7%	?
9	O=c1c(-c2cc(F)cc(F)c2)nc2cnc(Oc3ccccc3)nc2n1C1CC1	0%[11.4 µM]	5%[9.22 µM]	?	-10%	-2%	-22%
10	COc1ccc(C2SCCN2S(=O)(=O)c2ccc(F)cc2)cc1OC (centres undefined)	3%	0%	0%	-20%	-2%	13µM*

item	Pol III holo inh	Hsp90 Hop PPI	HADH2 inh	Tau filament bind	HBB splice mod
1	-1%	2%	5%	-12%	-1.2%
2	-1%	-13%	-4%	208%	?
3	-5%	-1%	-15%	6%	-0.2%[9.22 µM]
4	-4%[11.4 µM]	-9%[11 µM]	?	-8%[11.4 µM]	-1.3%[0.0738 µM]
5	-8%	-1%	-10%	7%	-4.2%
6	-2%	-1%	0%	7%	0.3%[57.5 µM]
7	1%	-16%	-4%	176%	-0.2%[57.5 µM]
8	-2%	-14%	-7%	0%	-2.3%
9	15%	-4%	1%	?	-0.2%
10	2%	6%	8%	-9%	nt

# (continued)
item	smiles	FLuc inh	Epigenetic mod	CRE-bla Fsk	15-hLO inh	UbGFP stabilizer	ERK AVP inh
11	NC(=O)CSc1nnc(-c2ccc(O)cc2)n1Cc1ccco1	7%	-2%	-9%	8%	1%	-17%
12	CC/C(=C(/CC)c1ccc(O)cc1)c1ccc(O)cc1	nt	nt	14%	?	nt	?
13	COc1ccc(NC(=O)C=C(C)C)cc1Cl	20µM*	3%	17%	-3%	1%	16%
14	CCC(=O)N1CCc2cc(Br)cc(S(=O)(=O)NCCN3CCOCC3)c21	1%	-4%	-3%	4%	7%	-8%
15	COCCn1c(C)cc(C(=O)CSc2nc(C)cc(C)c2C#N)c1C	-2%	3%	?	0%	-7%	-16%
16	COC(=O)[C@H](N)Cc1ccc(Cl)cc1	6%	-2%	5%	8%	2%	6%
17	CC(C)(C)SCCNS(=O)(=O)c1ccc(F)cc1	2%	0%	9%	1%	4%	23%
18	O=C1CC(C(=O)Nc2ccc(O)c(C(=O)O)c2)C(c2ccccc2)O1 (centres undefined)	0%	0%	-8%	4%	-4%	-9%
19	CCN(c1ccccc1)S(=O)(=O)c1ccc(F)cc1	1%	-2%	-11%	-1%	0%	68%[activator]
20	COC(=O)c1nc(-c2ccccc2)oc1N(C)C	-7%	3%	?	-1%	-2%	-17%

item	Pol III holo inh	Hsp90 Hop PPI	HADH2 inh	Tau filament bind	HBB splice mod
11	-2%	-5%	-24%	82%	-0.3%[57.5 µM]
12	-8%	-2%	?	-17%	-0.5%
13	-7%	?	4%	-11%	-0.3%
14	1%	1%	0%	-2%	-0.1%
15	1%	-5%	-4%	26%	0.3%
16	-6%	-15%	-17%	-7%	1.2%
17	0%	1%	6%	-6%	0.2%[9.22 µM]
18	-1%	-2%	25µM*	9%	-0.8%
19	-6%	?	4%	7%	0.6%
20	2%	-4%	25µM*	9%	-1.5%

# The list goes on.
item	smiles	FLuc inh	Epigenetic mod	CRE-bla Fsk	15-hLO inh	UbGFP stabilizer	ERK AVP inh
21	C=CCNc1ncnc2c1ncn2C1OC(CO)C(O)C1O (centres undefined)	0%	-2%	23%	?	-4%	-18%
22	c1ccc(-n2ncc3c2ncn2nc(CSc4nc5ccccc5s4)nc32)cc1	2%	6%	?	8%	0%	4%
23	CCN(CC)CCCCn1c(-c2ccccc2)nc2c(NCc3ccccc3)nc(C)nc21	nt	nt	-11%	5%	6%	8%
24	Cc1cccnc1NC(=O)c1c(O)c2ccccc2n(C)c1=O	1%	-4%	4%	-11%	-14%	-12%
25	COc1cc(OC)c(C2CC(=O)N3CN(c4ccc(C)cc4)CSC3=C2C#N)cc1OC (centres undefined)	-19%	4%	25%	?	-3%	-21%
26	O=C(NCc1ccc(N2CCCC2=O)cc1)Nc1ccccc1	0%	-2%	-3%	-5%	6%	5%
27	CN(C)c1ccc(-c2cc(Nc3ccc(F)cc3)ncn2)cc1	-23%[2.29 µM]	-1%[9.22 µM]	?	?	-6%	?
28	O=C(Nc1cccc(F)c1)N1CC[C@@]2(CCCN(C(=O)c3ccco3)C2)C1	0%[11.4 µM]	9%[9.22 µM]	-5%	5%	5%	-14%
29	CCOC(=O)c1[nH]c(COC(=O)c2ccccc2NC(=O)c2ccco2)c(C(=O)OCC)c1C	1%	-2%	?	2%	-4%	?
30	COc1ccccc1-c1nc(N(C)C)c2ccccc2n1	0%[2.29 µM]	0%[9.22 µM]	?	?	12%	-5%

item	Pol III holo inh	Hsp90 Hop PPI	HADH2 inh	Tau filament bind	HBB splice mod
21	-7%	-1%	7%	-9%	nt
22	-7%	-1%	14%	1%	2.7%[57.5 µM]
23	-2%	-3%	-26%	54%	0.1%
24	-3%	-3%	-6%	47%	1.0%
25	-4%	-13%	?	-10%	1.2%[0.369 µM]
26	-6%	-6%	0%	3%	0.4%
27	1%	-3%	?	367%	-1.2%
28	-7%	-5%	3%	0%	0.2%
29	-8%	0%	16%	-11%	-0.1%[57.5 µM]
30	-13%	-9%	?	16µM*	-2.2%

# Sorted by the number under Tau filament bind (lowest first): some entries from above
cpd	SMILES	FLuc inh	Epigenetic mod	CRE-bla Fsk	15-hLO inh	UbGFP stabilizer	Pol III holo inh	Hsp90 Hop PPI	HADH2 inh	Tau filament bind
25	COc1cc(OC)c(C2CC(=O)N3CN(c4ccc(C)cc4)CSC3=C2C#N)cc1OC (centres undefined)	-19%	4%	25%	?	-3%	-4%	-13%	?	-10%
26	O=C(NCc1ccc(N2CCCC2=O)cc1)Nc1ccccc1	0%	-2%	-3%	-5%	6%	-6%	-6%	0%	3%
18	O=C1CC(C(=O)Nc2ccc(O)c(C(=O)O)c2)C(c2ccccc2)O1 (centres undefined)	0%	0%	-8%	4%	-4%	-1%	-2%	25µM*	9%

# (listing goes on)
item	smiles	FLuc inh	Epigenetic mod	CRE-bla Fsk	15-hLO inh	UbGFP stabilizer	ERK AVP inh
31	CCCCCC(=O)Nc1ccc(N2CCN(C(=O)CCC)CC2)cc1	0%	0%	?	-15%	-8%	-5%
32	Cc1ccc2[nH]c(=O)c(CN(Cc3ccccc3Cl)C(=O)N3CCOCC3)cc2c1	1%	3%	7%	?	0%	-26%
33	Cc1noc(C)c1CN1C(=O)NC2(CCc3ccccc3C2)C1=O (centres undefined)	1%	2%	-8%	1%	-4%	19%
34	CCOC(=O)Cn1nnnc1CN(Cc1ccccc1)Cc1cc2cc(CC)ccc2[nH]c1=O	-2%	-2%	-5%	-24%	1%	-19%

item	Pol III holo inh	Hsp90 Hop PPI	HADH2 inh	Tau filament bind	HBB splice mod
31	-3%	0%	-9%	0%	-1.2%
32	-2%	-6%	8%	31%	nt
33	-4%	-1%	-2%	6%	0.0%[57.5 µM]
34	-1%	0%	6%	10%	1.7%

# Assay outcomes: PubChem, National Center for Advancing Translational Sciences (NCATS)
